ER stress rescue – rescue of cells from ER stress-induced death, primary screen, 384-well, CSM14.1, thapsigargin, ATP luminescence (AID 1222). cellular ATP content (survival), % at 20 µM, or EC50 in µM where a hit was titrated. 190,000 tested, under 10 active. CSM14.1 thapsigargin-induced death rescue, ATP luminescence; higher % means a stronger effect;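 active = EC50 below 50 µM in the dose-response confirmation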;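 note: death triggered by thapsigargin at about 15 µM added after 2 h compound pretreatment; cell ATP read after overnight thapsigargin exposure of roughly 18 to 22 hours; normalized against plate controls of thapsigargin alone and 5% DMSO vehicle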
M1AAP inhibition – P. falciparum M1AAP inhibitors, biochemical, fluorogenic H-Leu-NHMec substrate, 1536-well (AID 1445); Aminopeptidase N (Plasmodium falciparum (isolate 3D7)); recombinant M1AAP, H-Leu-NHMec fluorogenic kinetic assay; higher % means a stronger effect; one-dose inhibition, % at 30 µM; IC50 in µM for titrated hits; 220,000 compounds, 0.42% hits;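 active = primary inhibition above the hit cutoff, then over 50% inhibition at one or more dose response concentrations, cut at about 23% in these data, passing the limit was not always enough; inconclusive = conflicting primary data, or primary hits not chosen for dose response; inactive = low primary inhibition, or under 50% at every dose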;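 note: plate controls were DMSO full reaction for no effect and no enzyme background for full effect; strong numbers were not always called active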
MT stabilizer – microtubule stabilizers in HeLa cells, primary screen, imaging, high-content imaging; HeLa tubulin immunostaining HCS, 24 h; share of cells brighter than vehicle mean+2SD; % tubulin-high responders, % at 10 µM; 200,000 compounds, 0.83% hits; AID 2205, 2009;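 active = plate Z-score above 3 for both tubulin-high and condensed-nucleus cell shares, with cell loss under 80%, at 10 µM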;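 note: anti alpha tubulin signal scored within the nucleus-defined area of each cell; some results filed as inactive read as strong as hits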
K1F lysis inhibition – inhibition of K1F phage lysis, E. coli UTI89, bacterial capsule biogenesis inhibitors, alamar blue (AID 488966); one-dose inhibition, % at 100 µM; IC50 in µM for titrated hits; E. coli UTI89 K1F phage lysis, alamar blue, 2 h; higher % means a stronger effect; 340,000 compounds, 0.02% hits;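 active = phage lysis inhibition, versus mean bacterial control, above a set limit; inconclusive = no clear call, values can overlap the other calls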;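 note: capsule biogenesis inhibitors block K1F phage lysis so surviving cells raise fluorescence; higher fluorescence means more inhibition of phage lysis; actives were called in the ten point dose series up to 300 µM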
P. falciparum M17LAP – P. falciparum M17LAP inhibitors, primary screen, biochemical, fluorogenic H-Leu-NHMec substrate, 1536-well (AID 1619); Leucine aminopeptidase (Plasmodium falciparum (isolate 3D7)); one-dose inhibition, % at 30 µM; IC50 in µM for titrated hits; recombinant M17LAP, H-Leu-NHMec fluorogenic kinetic assay; higher % means a stronger effect; 220,000 compounds, 0.38% hits;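 active = compound inhibiting the enzyme by more than half at any dose during confirmatory dose-response retesting; inconclusive = strong single-dose inhibitors picked by rank but not retested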;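 note: plate controls were full reaction with DMSO carrier for no effect and no enzyme background for full effect; strong numbers were not always called active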
bCat nuc transl – modulators of beta-catenin nuclear translocation, primary screen, imaging, HeLa cells, immunofluorescence, high-content; nuclear translocation activity, % at 5 µM; 190,000 compounds, 0.3% hits;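 active = nuclear translocation activity above 50% at 5 µM, with a well cell count of 50 or more; inconclusive = wells under 50 cells across six images, flagged as toxic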;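 note: per-cell ratio of nuclear to cytoplasmic median beta-catenin stain intensity; plate controls were DMSO negative control for no effect and GSK-3 inhibitor IX positive control for full effect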
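Technique: fluorescence imaging of beta-catenin antibody stain plus DAPI / Material: human HeLa cell line / Incubation: compound treatment 24 h, 37°C, 5% CO2 / Read-out basis: % activation of per-cell nuclear versus cytoplasmic median beta-catenin signal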
Autophagy HCS – autophagy modulators in MEF cells, primary screen, imaging, high-content, MEF GFP-LC3; MEF GFP-LC3 puncta imaging; test concentration mostly 10 µM; calls only at 10 µM (by protocol); 190,000 compounds, 0.98% hits;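 active = percentage of spot-positive cells more than 3 SD above its plate mean, without a fluorescence outlier flag or 80% toxicity; inconclusive = no clear call, values can overlap the other calls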;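 note: spot-positive cell cutoff set from DMSO-treated cells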
Dynein cargo inh – inhibitors of GR-EGFP nuclear translocation, primary screen, dynein cargo transport inhibitor project, imaging, high-content, 3617.4 mouse cells; 220,000 compounds, 0.47% hits; z-score, hits read low; test concentration mostly 20 µM; stimulated with dexamethasone, 1 µM; stronger effect = lower value; AID 1381, 2008;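 active = plate z-score of nuclear minus cytoplasmic receptor signal below a set negative limit, without overly bright fluorescence or cell loss, cut at about -3.5 in these data, passing the limit was not always enough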;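 note: z-score of nuclear minus cytoplasmic ring GR-EGFP intensity difference per well; some compounds called inactive have numbers as strong as hits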
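Buffer or medium: tetracycline-free induction medium containing charcoal-stripped FBS / Reagent: dexamethasone agonist, 1.0 µM final, for 30 min / Technique: automated 10x imaging of fixed Hoechst-stained cells / Times: induction 48 h, compound 1 h, agonist 30 min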
Ins promoter up – insulin promoter activators in MIN6 cells, imaging, high-content screening, mouse beta cells; 190,000 compounds, 0.3% hits; AID 1625, 2009; MIN6 insulin promoter-GFP reporter; stronger effect = higher value; z-score at 5 µM;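 active = z-score above 3 at 5 µM with at least 500 cells counted in the well; inconclusive = wells under 500 cells, flagged as cytotoxic or low count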
Dynein cargo inh cytoplasmic EGFP – second read-out of Dynein cargo inh, no call of its own (marks repeat the call); z-score; measured here: cytoplasmic GR-EGFP intensity; stronger effect = higher value
Dynein cargo inh nuclear GR-EGFP – also measured in Dynein cargo inh; calls as there; z-score; measured here: nuclear GR-EGFP intensity;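 lower value marks the stronger effect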
Dynein cargo inh cell count – second read-out of Dynein cargo inh, no call of its own (marks repeat the call); z-score; measured here: cell count per field
Ins promoter up cell count – recorded beside Ins promoter up, whose call it bears; cell count; measured here: cytotoxicity, nuclei count;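 total cells summed across four imaged fields per well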
bCat nuc transl cell count 5 µM – recorded beside bCat nuc transl, whose call it bears; cell count; measured here: cell count, cytotoxicity flag
MT stabilizer Hoechst-high % – recorded beside MT stabilizer, whose call it bears; % Hoechst-high responders; measured here: nuclear condensation Hoechst responders;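 share of cells brighter than vehicle mean plus two SD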
MT stabilizer cytotoxicity % – also measured in MT stabilizer; calls as there; toxicity, %; measured here: cytotoxicity by cell density;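 0% = mean cell density of plate MIN control wells and 100% = no cells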
Autophagy HCS cell loss 18 h – also measured in Autophagy HCS; calls as there; toxicity, %; measured here: cell loss, nuclei count;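 cell loss after 18 h compound exposure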
Starred values were filed as active, the others as inactive; i = inactive; u = inconclusive; x = not tested or not shown; [ ] = remark or other dose. Hits appear at their usual frequency; any-hit rate near 2.9%.

SMILES | ER stress rescue | M1AAP inhibition | MT stabilizer | MT stabilizer Hoechst-high % | MT stabilizer cytotoxicity % | K1F lysis inhibition | P. falciparum M17LAP | bCat nuc transl | bCat nuc transl cell count 5 µM | Autophagy HCS | Autophagy HCS cell loss 18 h | Dynein cargo inh | Dynein cargo inh cytoplasmic EGFP | Dynein cargo inh nuclear GR-EGFP | Dynein cargo inh cell count | Ins promoter up | Ins promoter up cell count
N#CCCN(C(=O)COC(=O)c1cccc(S(=O)(=O)Nc2ccc([N+](=O)[O-])cc2)c1)c1ccccc1 | 13% | u | 2.3 | 2.8 | 3.1 | 4.7% | 13% | -2.1 | 994 | i | 3 | -0.12 | -0.29 | 0.041 | -0.53 | 0.04 | 1386
CCOC(=O)c1c(NC(=O)CN2CCCCC2)sc2c1CCC(C=O)=C2Cl | 1.3% | -1% | 4.1 | 2.8 | 6.5 | -1.6% | 3% | 1.4 | 979 | i | 18 | -0.38 | -0.21 | -0.56 | 0.49 | -0.15 | 1564
Cc1cc(C)nc(SCc2cn3c(C)cccc3n2)n1 | x | -2% | x | x | x | x | -1% | 0.3 | 1338 | x | x | -0.091 | -0.22 | 0.54 | -0.46 | -0.37 | 1077
COc1cc(COCC(O)CN2CCN(Cc3ccc4c(c3)OCO4)CC2)cc(OC)c1OC (stereo unspecified) | 0.5% | -1% | 1.3 | 1.3 | 2.8 | 0.2% | -1% | -1.4 | 1104 | i | -2 | -0.45 | -0.34 | -0.55 | 1.1 | -0.23 | 1330
CCOc1cc(S(=O)(=O)NCc2ccc3c(c2)OCO3)ccc1F | -3.8% | 10% | 1.9 | 2.5 | 6.7 | -0.1% | 14% | -1.1 | 1068 | i | 9 | -0.29 | -0.24 | 0.049 | -0.29 | 0.27 | 1225
CC1SC(=Nc2ccccc2)N(S(=O)(=O)c2ccccc2)C1=O (stereo unspecified) | -0.1% | 4% | 2.8 | 2.2 | 4.7 | 0.6% | 4% | 0.4 | 492 | i | 17 | 0.51 | -0.19 | -0.088 | 0.058 | -0.11 | 1285
NC(=O)C1CCN(C(=S)c2ccc(-c3ccc(Br)cc3)o2)CC1 | -1.0% | 5% | 1.6 | 1.9 | 2.8 | x | 5% | -1.3 | 1169 | i | -1 | 0.49 | -0.27 | -0.065 | 0.84 | -0.65 | 1095
CCN=C1SC(CC(=O)NCC)C(=O)N1CC (stereo unspecified) | 3.3% | 1% | 3.0 | 1.3 | 5.4 | 4.1% | 14% | -2.0 | 1198 | i | 24 | 0.49 | -0.088 | 0.45 | -0.016 | 0.45 | 857
CC(C)C(=O)NCCc1nc2ccccc2n1CCOc1ccccc1 | -1.4% | 0% | 2.1 | 3.1 | 7.6 | 3.5% | 2% | 2.2 | 1052 | i | -6 | -0.064 | -0.24 | -0.24 | 0.076 | -0.5 | 1234
Cc1cc(C)c(S(=O)(=O)Nc2cc(SCC(=O)O)c(O)c3ccccc23)cc1C | -4.4% | 48µM* | 2.5 | 1.9 | 8.9 | x | 3% | 3.2 | 459 | i | 6 | -1 | -0.11 | -0.6 | 0.87 | -0.58 | 757
O=C(CC1CCCCC1)Nc1nc2ccccc2s1 | -0.7% | 5% | 2.7 | 1.4 | 2.6 | -0.1% | -1% | -1.3 | 1573 | i | 2 | -0.074 | -0.26 | -0.25 | -0.029 | -0.16 | 1562
O=C(CSc1nnc(COc2ccccc2F)n1-c1ccccc1)NC1CCS(=O)(=O)C1 (stereo unspecified) | -2.8% | 0% | 2.2 | 3.2 | 7.0 | 0.6% | -3% | x | x | i | 2 | -0.14 | -0.27 | -0.41 | 0.086 | 0.24 | 1222
O=C(NCc1ccco1)c1cccnc1-c1nc2ccccc2s1 | -2.7% | 7% | 1.8 | 1.1 | 2.6 | 0.8% | 13% | x | x | i | 9 | -0.38 | -0.26 | -0.084 | -0.42 | -0.91 | 1074
C=CCNC(=O)C(=O)NCC1CCCN1CC (stereo unspecified) | 1.7% | x | 2.0 | 0.9 | 8.3 | 0.0% | x | -4.3 | 1002 | i | 2 | -0.59 | -0.26 | -0.14 | 0.6 | 0.21 | 1526
Cc1cccc(N2CCN(C(=O)Cn3sc4nc(C)cc(C)c4c3=O)CC2C)c1 (stereo unspecified) | 6.6% | 3% | 1.4 | 3.5 | 4.6 | -3.0% | 6% | x | x | i | -1 | -4.4* | 1.3* | -2.3* | -2* | 0.5 | 818
CNC(=S)N(CCc1c(C)[nH]c2ccc(OC)cc12)Cc1cc(OC)c(OC)c(OC)c1 | -2.5% | 6% | 4.1 | 3.5 | 5.8 | 0.7% | 2% | -1.9 | 561 | i | 14 | -0.21 | -0.22 | 0.76 | 0.22 | 0.27 | 1173
Cn1ccnc1SCC(=O)c1ccc(Br)cc1 | -1.7% | -6% | 1.4 | 1.7 | 8.7 | 1.7% | 5% | -0.6 | 958 | i | -5 | -1.1 | -0.049 | -0.52 | -0.11 | 0.06 | 1202
O=C(CCn1c(=O)[nH]c2ccsc2c1=O)N1CCN(Cc2ccc3c(c2)OCO3)CC1 | 1.2% | 2% | 1.5 | 1.0 | 5.6 | -0.8% | 9% | -1.3 | 1067 | i | -9 | -0.5 | -0.17 | -0.18 | 0.51 | -0.27 | 1866
O=C(COC(=O)c1ccc(-c2cnc3ccccc3n2)cc1)c1ccccc1 | 0.5% | -5% | 2.7 | 1.3 | 0.2 | 2.0%[50 µM] | -12% | 0.2 | 1087 | i | 20 | -0.72 | -0.19 | -0.18 | 0.089 | -0.12 | 1486
CCOc1ccc(NC(=O)Nc2ccccc2SC)cc1 | -1.6% | 1% | 4.5 | 1.1 | 3.5 | -1.6% | 1% | -1.1 | 983 | i | 0 | -0.93 | -0.28 | -0.37 | 0.41 | -0.71 | 1508
N#CCSc1nn(-c2ccc(F)cc2)c(=S)s1 | -0.4% | 8% | 3.4 | 2.9 | 7.0 | -7.8% | 3% | -0.1 | 984 | i | -19 | -0.045 | -0.12 | 0.068 | 0.19 | 0.32 | 1260
Cc1ccsc1/C=N/NC(=O)c1cccc(S(=O)(=O)Nc2ccccc2Cl)c1 | -1.5% | 11% | 4.6 | 2.0 | 1.3 | 1.0% | 1% | -2.0 | 1113 | i | -11 | -0.24 | -0.13 | -0.1 | -0.17 | 0.46 | 1520
O=C(Nc1ccc(CSc2ccccc2)cc1)c1ccccc1 | 1.7% | -7% | 3.7 | 2.3 | 4.6 | -0.3% | 1% | -1.7 | 1051 | i | -27 | 0.24 | -0.25 | 0.37 | -0.24 | -0.1 | 1587
O=C(NC1CCCCC1)c1ccc(S(=O)(=O)N2CCCCC2)cc1 | 0.0% | 3% | 2.7 | 2.1 | 2.6 | -0.3% | 2% | -5.3 | 553 | i | 30 | 1.2 | -0.24 | 0.54 | 0.31 | x | x
Cc1cc(N2C(=O)C(=O)/C(=C(/O)c3ccc(F)cc3)C2c2ccc(F)cc2)no1 (stereo unspecified) | -2.9% | 7% | 2.7 | 1.8 | 6.9 | -0.8% | 15% | -0.5 | 1159 | i | -3 | -1 | -0.28 | -0.63 | 0.76 | -0.3 | 1264
COc1ccc(C2CC(C(F)(F)F)n3nc(CO)c(Cl)c3N2)cc1OC (stereo unspecified) | 1.6% | -2% | 4.1 | 2.9 | 8.6 | 0.1% | 1% | -1.6 | 871 | i | 3 | -1 | -0.35 | -0.24 | 1 | -0.4 | 1187
CCS(=O)(=O)Nc1cccc(C2=NN(S(=O)(=O)c3ccccc3)C(c3ccco3)C2)c1 (stereo unspecified) | x | 3% | x | x | x | 0.1% | -3% | -1.1 | 1304 | x | x | -0.3 | -0.75 | -0.43 | 0.28 | 0.29 | 1076
O=C(CN1CCN(c2nc(-c3ccccc3)cs2)CC1)Nc1ccc2c(c1)OCO2 | -1.7% | 14% | 1.3 | 2.2 | 4.0 | 4.5% | 3% | 0.4 | 936 | i | -5 | 0.12 | -0.2 | 0.32 | 0.15 | 0.74 | 1144
Cc1ccc(OCCSc2nc(N)cc(N)n2)cc1 | 0.8% | -4% | 2.4 | 2.5 | 15 | 0.9% | -10% | 0.2 | 1114 | i | 9 | 1.9 | -0.23 | 0.8 | -0.51 | -0.48 | 1130
C=CCN1CC(c2nc3ccccc3n2CCOc2ccccc2)CC1=O (stereo unspecified) | -1.3% | 5% | i | x | 100 | 2.6% | 9% | 1.4 | 1153 | i | 21 | 0.14 | -0.15 | 0.31 | 0.88 | -0.37 | 1173
CCCn1nnc2c(=O)oc3ccccc3c21 | 11% | 3% | 3.8 | 2.8 | 7.8 | 1.1% | -28% | -0.4 | 952 | i | 3 | -0.82 | -0.3 | -0.7 | 0.84 | -0.01 | 1272

Compound activity: PubChem, several laboratories
